GLA spleen mod = alpha-galactosidase A (human) modulation; 240,000 compounds, 0.008% hits; Potency, µM (doses to about 80 µM), for the others: top-dose activity change, negative = inhibition, usual class: inhibitors; P06280; AID 2107; human spleen homogenate, 4MU-alpha-Gal fluorescence, 40 min;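 also: 0% = enzyme with vehicle and -100% = no enzyme basal signal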
Target sequence (P06280 32-429 limits assumed): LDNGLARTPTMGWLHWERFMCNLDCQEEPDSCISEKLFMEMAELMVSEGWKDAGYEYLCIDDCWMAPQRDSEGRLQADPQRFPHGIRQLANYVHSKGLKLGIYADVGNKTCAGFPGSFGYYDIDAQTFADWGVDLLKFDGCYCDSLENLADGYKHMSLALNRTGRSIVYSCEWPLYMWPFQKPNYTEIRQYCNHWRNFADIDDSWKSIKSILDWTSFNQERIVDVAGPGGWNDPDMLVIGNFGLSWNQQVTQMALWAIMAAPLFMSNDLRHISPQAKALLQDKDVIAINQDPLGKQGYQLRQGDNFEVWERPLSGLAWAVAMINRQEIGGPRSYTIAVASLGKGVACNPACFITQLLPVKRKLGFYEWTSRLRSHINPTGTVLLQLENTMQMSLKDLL
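Human spleen homogenate (1 ug) was the enzyme source, with 4-methylumbelliferyl-alpha-D-galactopyranoside (1 mM final) in pH 5.0 citrate buffer with 0.01% Tween-20. Compounds were titrated; after 40 min at 37C, NaOH/glycine stop, 4-MU fluorescence read; AC50 from Hill fits.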
Tau fibril FP = tau fibrillization inhibition (FP) | P10636 | K18 P301L tau heparin fibrillization, Alexa594 FP, 6 h | Potency, µM (series often up to 57.7 µM), for the others: at the highest dose activity, negative = inhibition, actives largely listed as inhibitors | 280,000 compounds, 0.39% hits; also: % is scaled to controls: 0 for no effect and ±100 for the full control effect; nearly all actives have a fitted effect of over 55% in size
Target sequence (P10636 561-689 P618L limits assumed): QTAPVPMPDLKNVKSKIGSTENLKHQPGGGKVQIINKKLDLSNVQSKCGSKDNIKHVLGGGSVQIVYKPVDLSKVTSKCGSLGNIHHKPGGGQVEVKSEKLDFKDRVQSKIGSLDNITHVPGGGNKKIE
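Steps: dispense K18 P301L tau (15 uM plus 0.24 uM Alexa 594 tracer, final) in pH 7 sodium acetate; add compound; add heparin (20 uM final); incubate 6 hr, 37 C; add ThT (30 uM final); after 1 hr ambient, read FP.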
GAA glycogen mod = inhibitors or activators of human alpha-glucosidase glycogen cleavage | P10253 | recombinant GAA, glycogen substrate, Amplex Red glucose oxidase fluorescence | Potency, µM (doses to about 76.4 µM), for the others: top-dose activity change, negative = inhibition, actives largely listed as inhibitors | 300,000 compounds, 0.38% hits | AID 2100;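 also: 0% = full enzyme reaction and -100% = no-enzyme basal signal; the screen sought inhibitors and activators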
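qHTS, 1536-well; enzyme 4 nM final; cpd up to 77 uM; substrate bovine liver glycogen 30 ug; 50 mM citrate/phosphate pH 5.0, 0.01% Tween-20; 37 C, 40 min; Amplex Red detection 45 min RT; Hill fit → AC50.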
Tau fluor counter = counter-screen for tau fibril formation inhibitors; tau K18 P301L Alexa594 fluorescence, heparin fibrillization; Potency, µM (titrated, usually from 57.7 µM), without a hit: at the top dose activity change, negative = decrease; 280,000 compounds, 0.93% hits; AID 1463; also: % is scaled to controls: 0 for no effect and ±100 for the full control effect; nearly all actives have a fitted effect of over 55% in size
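Human tau K18 P301L (15 uM unlabeled, 0.24 uM Alexa 594-labeled) in 100 mM sodium acetate pH 7 with 20 uM heparin, 6 hr at 37 C. ThT 30 uM added, 1 hr ambient; Alexa 594 FP and total fluorescence read at 555/632 nm.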
HTT ATP protect = cytoprotection in Huntington HTT-Q103 PC12 cell model; PC12 HTT-Q103 induced, cytoprotection, ATP luminescence, 40 h; 230,000 compounds, 0.14% hits; Potency, µM (series often up to 56.4 µM), for inactives: cytoprotection (ATP increase), usual class: activators;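 also: % of control where 0% means no effect; nearly all actives have a fitted effect of over 45% in size; toxic huntingtin expression switched on by the ecdysone agonist tebufenozide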
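Huntington model: PC12 line, ecdysone-inducible HTTQ103 exon1–GFP, tebufenozide 100 nM. Test articles in a dose series. Endpoint luminescence from cellular ATP.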
GAA inh = inhibitors of human lysosomal alpha-glucosidase; P10253; purified human GAA, 4-MU-alpha-glucoside fluorescence; Potency, µM (series often up to 76.9 µM), for inactives: top-dose activity change, negative = inhibition, actives largely listed as inhibitors; 200,000 compounds, 0.005% hits; AID 1466;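 also: plate controls were uninhibited enzyme wells for no effect and no-enzyme background for full effect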
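Read-out is 4-methylumbelliferone fluorescence (Ex 365/Em 440 nm) after NaOH/glycine stop at pH 10. Enzyme 4 nM, substrate 400 uM, pH 5.0 citrate buffer, 20 min room temperature; AC50 from Hill-equation concentration-response.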
Tau fibril ThT = inhibitors of human tau fibril formation, thioflavin T binding. P10636. recombinant tau K18 P301L (four-repeat tau fragment), heparin-induced fibrillization, ThT fluorescence. Potency, µM (highest dose often 57.4 µM), for the others: at the top dose activity, negative = inhibition, hits mostly inhibitors. 270,000 compounds, 2.1% hits; also: % is scaled to controls: 0 for no effect and ±100 for the full control effect; nearly all actives have a fitted effect of over 55% in size
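Heparin-induced fibrillization of the P301L-mutant K18 repeat-domain fragment of human tau was followed by ThT binding in quantitative high-throughput format.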
aGlu spleen mod = inhibitors or activators of human alpha-glucosidase in spleen homogenate | human spleen homogenate, 4-MU-alpha-glucoside fluorescence | Potency, µM (titrated, usually from 79.9 µM), without a hit: at the top dose activity change, negative = inhibition, usual class: inhibitors | 240,000 compounds, 0.006% hits | AID 2112;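 also: 0% = enzyme with vehicle and -100% = no enzyme basal signal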
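Compounds were titrated against alpha-glucosidase in spleen homogenate at pH 5.0, with 1 mM 4-methylumbelliferyl substrate for 40 min at 37 C. Reactions were quenched with pH 10 NaOH/glycine and fluorescence measured.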
* marks the source's active call; other numbers are inactive results; ? = inconclusive; nt = not tested or not shown; [ ] = remark or other dose. Calls follow the shape of the dose curve; as a rule, active = well fitted curve in the direction sought with a large enough effect; inconclusive = small, poorly fitted or top-dose-only effect, or another doubt; inactive = no such curve, though single readings can be large; an effect the other way counts as inactive or inconclusive. Potency is read from the fitted curve at half-maximal effect.

mol	GLA spleen mod	Tau fibril FP	HTT ATP protect	Tau fluor counter	aGlu spleen mod	Tau fibril ThT	GAA inh	GAA glycogen mod
Cn1c(=O)[nH]c(=O)c2c1nc(NCCCO)n2CCOc1ccccc1	0%	-2%	-3%[10 µM]	-7%	-6%	-7%	13%	-7%
O=NC1=C(c2c(O)[nH]c3ccccc23)CCCC1	-6%	3%	-4%	2%	0%	-4%	-5%	1%
COc1ccc[nH]c1=O	-3%	0%	0%[10 µM]	-3%	-3%	-10%	-2%	2%
CC(C)CC(c1nnnn1C(C)C)N1CCN(c2ccccc2)CC1 (stereo not drawn)	0%	4%	-5%	-6%	-3%	-7%	-5%	0%
O=C(CN1C(=O)S/C(=C/c2cc(Br)cs2)C1=O)N1CCOCC1	-1%	4%	?	-6%	0%	-3%	1%	10%
CCC(=O)N1CCc2cc(S(=O)(=O)NCCCN(CC)Cc3ccccc3)ccc21	-5%	1%	18%	-2%	0%	-4%	0%	4%
CCOC(=O)c1c(C)[nH]c(C(=O)CN2CC(C)OC(C)C2)c1C (stereo not drawn)	4%	-2%	-22%[10 µM]	-8%	-1%	-12%	4%	-1%
Cc1cc(NC(=O)CSc2nc(C(C)C)nc3sc4c(c23)CCCC4)no1	2%	-3%	-24%	0%	-2%	-5%	-2%	0%
c1ccc(-c2cnnc(N3CCCCC3)n2)cc1	-9%	7%	-5%	-2%	-6%	-8%	-3%	0%
COc1ccccc1C(C)NC(=O)CCOc1cccc(C)c1 (stereo not drawn)	13%	0%	-28%	-8%	-1%	-7%	0%	8%
COc1ccccc1CNC(=O)C(=O)NCC1OCCN1C(=O)c1ccc(Cl)cc1 (stereo not drawn)	4%	5%	-7%[10 µM]	11%	-3%	nt	nt	6%
Cc1cc(=O)oc2cc(OC(=O)c3cncc(Br)c3)ccc12	?	-11%	-8%[10 µM]	-14%	?	?	?	26%
O=C(Cc1ccc(Nc2nc3ccc(Br)cc3[nH]2)cc1)NCCc1cccs1	-5%	?	23%[10 µM]	16µM*[quencher]	-9%	?	-3%	-12%
COc1ccc(-c2cc(C(F)(F)F)n3nc(C(=O)Nc4cc(Cl)cc(Cl)c4)cc3n2)cc1	nt	-2%	nt	-13%	nt	-17%	nt	13%[76.3 µM]
CCCCNS(=O)(=O)c1ccc(NC(=O)c2c(-c3ccccc3Cl)noc2C)cc1	0%	-2%	-3%[10 µM]	?	2%	-9%	-14%	-14%
CCC(=O)n1nc(-c2ccc(OC)cc2)nc1N	0%	1%	-44%[inhibitor]	-4%	-9%	-12%	6%	0%
CC(C)COc1ccc(-c2nonc2NC(=O)c2ccc(F)cc2)cc1	nt	-17%	nt	-15%	nt	?	nt	5%[76.3 µM]
COc1ccc(CNc2nc3c(S(=O)(=O)c4ccccc4)nnn3c3ccc(Cl)cc23)cc1	nt	?	nt	14%	nt	?	nt	16%[76.3 µM]
O=C(O)CCCCCN1C(=O)/C(=C/c2ccncc2)SC1=S	3%	-5%	15%[10 µM]	6%	1%	?	-4%	-6%
O=C(c1cc([N+](=O)[O-])ccc1N1CCCCC1)N1CCCC1	-2%	-1%	19%[10 µM]	-1%	0%	0%	8%	-1%

mol	GLA spleen mod	Tau fibril FP	HTT ATP protect	Tau fluor counter	aGlu spleen mod	Tau fibril ThT	GAA inh	GAA glycogen mod
COCCn1c(C)cc(C(=O)COC(=O)c2ccc(-n3nc(C)cc3C)cc2)c1C	-6%	0%	10%	3%	2%	-4%	-4%	7%
CC(C)(C)NC(=O)CSc1nc(-c2ccccc2)cc(=O)[nH]1	-4%	-3%	-27%	-2%	-1%	0%	11%	20%
O=C(CSc1ccccn1)C12CC3CC(CC(C3)C1)C2	2%	-6%	-36%[10 µM]	-12%	1%	-10%	1%	8%
Cc1cc(CNC(=O)CCc2nnc(CCCCc3ccccc3)o2)nn1C	-3%	-2%	6%[10 µM]	-9%	-4%	-9%	0%	14%
CSCCC(Nc1ccc(S(=O)(=O)N2CCOCC2)cc1[N+](=O)[O-])C(=O)OCC(=O)N(C(C)C)C(C)C (stereo not drawn)	1%	10%	25%[10 µM]	1%	4%	-9%	-9%	7%
Clc1ccc(OCc2cn3cccnc3n2)c2ncccc12	-4%	?	-18%	-1%	1%	?	7%	4%
COc1cc(OC)c(OC)cc1C#N	-4%	4%	-20%	2%	-2%	1%	5%	-2%
C/C=C/c1ccc(OCCN2CCc3ccccc3C2)c(OC)c1	1%	-3%	nt	-14%	-5%	?	0%	7%
COc1cc(-c2nnc(SC/C=C/c3ccccc3)n2N)cc(OC)c1OC	4%	3%	-14%	-2%	-4%	-14%	2%	0%
COC(=O)c1c(NC(=O)c2cccs2)sc2c1CCC(C)C2 (stereo not drawn)	4%	-3%	-11%[10 µM]	-17%	0%	-14%	1%	2%
COCCNC(=O)C1CCN(S(=O)(=O)c2c(C)noc2/C=C/c2cccs2)CC1	2%	-12%	1%[10 µM]	-17%	-1%	-2%	nt	1%
Cc1cc(NC2C3CC4CC(C3)CC2C4)n2ncnc2n1 (stereo not drawn)	2%	3%	-27%[10 µM]	-1%	2%	-1%	-3%	-6%
COc1cc(/C=C/C(=O)O)ccc1OS(=O)(=O)c1cc(C)ccc1C	10%	1%	nt	3%	6%	2%	-8%	-12%
O=C(Nc1ccc(F)cc1F)c1ccc(-n2cccn2)c([N+](=O)[O-])c1	0%	-5%	4%[10 µM]	-2%	2%	-20%	7%	-20%
CCOc1ccc(S(=O)(=O)c2c[nH]c3ccccc3c2=O)cc1	nt	-6%	nt	-8%	nt	2%	nt	-1%
Cc1cccc(NC(=O)COC(=O)c2ccc3c(=O)n4c(nc3c2)CCC4)c1	-3%	-14%	14%[10 µM]	-12%	5%	-7%	-7%	-4%
CC1CCN(C(=O)C(Cc2ccccc2)NS(=O)(=O)c2ccc3c(c2)oc(=O)n3C)CC1 (stereo not drawn)	3%	0%	-13%	-4%	4%	-3%	0%[15.4 µM]	-9%
CS(=O)(=O)N(Cc1ccc(Cl)cc1)c1ccc(C(=O)N/N=C/c2cc3ccccc3nc2Cl)cc1	3%	?	-4%[10 µM]	-19%	-14%	9%	-1%	-6%
CCOc1ccc(CCNC(=O)C2=C(C)C(=O)OC23CCCCC3)cc1	nt	0%	nt	-1%	nt	9%	nt	-13%[76.3 µM]
COc1ccc(-c2nc(CN3CCC(C(=O)NCCCN4CCN(c5ccccc5F)CC4)CC3)c(C)o2)cc1OC	nt	-1%	nt	-3%	nt	-16%	nt	-11%[76.3 µM]

mol	GLA spleen mod	Tau fibril FP	HTT ATP protect	Tau fluor counter	aGlu spleen mod	Tau fibril ThT	GAA inh	GAA glycogen mod
CCOc1nnc(C)c2c(C)n(-c3cccc(Cl)c3)nc12	-9%	-1%	-21%	-11%	-1%	-5%	?	5%
CCC(C)c1ccc(OCC(=O)Nc2cccc(-c3nc4ncccc4o3)c2)cc1 (stereo not drawn)	nt	-8%	nt	?	nt	?	nt	-11%[76.3 µM]
CC(C)(C)c1cc(C(=O)O)n(Cc2ccc(Cl)cc2Cl)n1	1%	5%	5%[10 µM]	-5%	3%	1%	nt	4%
COc1ccccc1CCNC(=O)c1cc(-c2ccccn2)nc2ccc(Br)cc12	2%	0%	5%[10 µM]	0%	1%	-4%	9%	3%
CCOC(=O)C1(CCc2ccccc2)CCN(C(=O)CCc2cnn(C)c2)CC1	-11%	-3%	5%[10 µM]	-6%	3%	-3%	nt	10%
NCc1ccccc1COc1ccccc1	3%	-6%	nt	-11%	3%	-7%	-12%	9%
O=C(COc1ccc(F)cc1)Nc1ccc2nc(SCC(=O)N3CCCC3)sc2c1	nt	-8%	nt	-17%	nt	?	nt	0%[76.3 µM]
COC(=O)c1ccccc1NC(=O)CN1C(=O)COc2ccc(Cl)cc21	nt	-4%	nt	-17%	nt	-9%	nt	12%[76.3 µM]
CC(C)(C)NC(=O)COC(=O)c1ccc(O)cc1	-7%	-8%	-3%[10 µM]	-3%	-6%	-4%	0%	1%
CCOC(=O)C/C(C)=N/NC(=O)Nc1ccccc1	-3%	0%	20%[10 µM]	-2%	-2%	-8%	-2%	-19%
CCCC1=C(C(=O)OCC)C(c2cc(Cl)cc(OC)c2OCc2ccccc2)NC(=O)N1 (stereo not drawn)	-2%	-4%	-72%[inhibitor]	-17%	-6%	-16%	2%	7%
CCN(CC)CCCNC(=S)N(Cc1cccnc1)Cc1cc2cc(C)cc(C)c2[nH]c1=O	-15%	-12%	4%[10 µM]	-16%	-9%	?	?	-9%
O=C(c1ccccc1)c1c[nH]c2cc3c(cc2c1=O)OCO3	-2%	-3%	22%[10 µM]	-5%	-4%	-6%	-6%	3%
COc1ccc(-c2cc(C(=O)Nc3ccc(S(=O)(=O)Nc4onc(C)c4C)cc3)c3ccccc3n2)cc1	-6%	3%	-3%[10 µM]	-22%	-22%	?	-2%	-3%
Cc1cccc(C)c1NC(=O)COC(=O)CCc1ccc(S(=O)(=O)N2CCCCC2)cc1	-7%	8%	12%[10 µM]	-1%	-9%	-1%	1%	3%
Cc1ccc(NC(=O)CN2C(=O)N/C(=C\c3cccnc3)C2=O)cc1	-9%	?	-62%[inhibitor]	-13%	0%	-8%	0%	4%
O=C(c1ccccc1F)N1CCN(S(=O)(=O)c2ccc(S(=O)(=O)N3CCCCC3)cc2)CC1	-5%	-14%	21%[10 µM]	-12%	-11%	-9%	-7%	5%
Cn1c(=O)n(C)c2cc(/C=N/NC(N)=S)ccc21	7%	-8%	18%	-4%	?	-8%	4%	2%
COc1ccccc1CN1C[C@@H]2C[C@@H](c3[nH]c4ccc(C)cc4c3C)N3CCC[C@@]23C1=O	-16%	1%	0%[10 µM]	-2%	7%	4%	10%	-6%
